LYPLA2 counter – blocks human lysophospholipase 2, a PME1 counter-screen | 0.38% of 320,000 active | inhibition, % at 5.9 µM | recombinant LYPLA2, FP-Rh probe fluorescence polarization | AID 2177 | O95372;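 active = inhibition above the screen-wide mean plus 3 SD, limit set per campaign, cut at about 26% in these data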;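 also: 0% = LYPLA2 with DMSO and 100% = wells lacking LYPLA2 enzyme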
PP1 inh – PP1-alpha (human) inhibition in PP5 counter-screen. P62136. purified PP1alpha, OMFP fluorescence. inhibition, % at 6.7 µM. 0.9% of 320,000 active;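 active = inhibition above the mean inhibition of all tested compounds plus 3 SD, computed separately for each screening campaign, cut at about 15% in these data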
Target sequence (P62136 whole entry, looked up): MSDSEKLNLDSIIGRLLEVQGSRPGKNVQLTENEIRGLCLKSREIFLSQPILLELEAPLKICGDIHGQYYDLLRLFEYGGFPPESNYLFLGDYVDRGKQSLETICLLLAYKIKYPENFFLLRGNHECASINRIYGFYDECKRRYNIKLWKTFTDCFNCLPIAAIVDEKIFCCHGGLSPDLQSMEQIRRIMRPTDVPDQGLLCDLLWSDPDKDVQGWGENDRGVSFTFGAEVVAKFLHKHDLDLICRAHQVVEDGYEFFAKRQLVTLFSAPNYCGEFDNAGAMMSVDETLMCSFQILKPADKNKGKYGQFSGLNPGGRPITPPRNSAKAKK
core dimer inh – HCV core protein dimerization inhibition. inhibition, % at 5 µM. AID 1899. TR-FRET GST/Flag-core106 dimerization, 1536-well. 0.33% of 300,000 active;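 active = inhibition above the mean of all tested compounds plus 3 SD, set per screening campaign, cut at about 45% in these data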
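Assay system – GST-tagged and Flag-tagged HCV core protein residues 1-106 · Quantity – core106 proteins, GST 13.5 nM and Flag 17 nM · Benchmarks – unlabelled core106 and no-GST-core106 wells · Read-out basis – percent inhibition of core106 dimerization signal · Detection – time-resolved FRET, ex 340 nm, em 617 and 671 nm · Schedule – 4 h at 22.5 °C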
GASC-1 inh – human JMJD2C demethylase inhibition; Q9H3R0; 0.069% of 330,000 active; GST-JMJD2C(1-420) H3K9me3 demethylation, DELFIA europium; AID 2099; inhibition, % at 2.35 µM;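 active = more than half of a compound's replicate wells show inhibition beyond 50%, single wells judged on their own value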;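 also: signal counts dimethyl H3K9 product captured on neutravidin plate; 0% = median of DMSO wells and 100% = 0.3 times that DMSO median; strong numbers were not always called active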
PREPL inh – human PREPL enzyme inhibition; inhibition, % at 5.96 µM; 0.68% of 320,000 active; recombinant PREPL, fluorescence polarization activity-based probe; AID 2751; in the data active = inhibition above about 43%;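 also: 0% = enzyme with DMSO and 100% = wells lacking enzyme; many of its hits are not listed in these tables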
Target sequence (Q4J6C6 whole entry, looked up): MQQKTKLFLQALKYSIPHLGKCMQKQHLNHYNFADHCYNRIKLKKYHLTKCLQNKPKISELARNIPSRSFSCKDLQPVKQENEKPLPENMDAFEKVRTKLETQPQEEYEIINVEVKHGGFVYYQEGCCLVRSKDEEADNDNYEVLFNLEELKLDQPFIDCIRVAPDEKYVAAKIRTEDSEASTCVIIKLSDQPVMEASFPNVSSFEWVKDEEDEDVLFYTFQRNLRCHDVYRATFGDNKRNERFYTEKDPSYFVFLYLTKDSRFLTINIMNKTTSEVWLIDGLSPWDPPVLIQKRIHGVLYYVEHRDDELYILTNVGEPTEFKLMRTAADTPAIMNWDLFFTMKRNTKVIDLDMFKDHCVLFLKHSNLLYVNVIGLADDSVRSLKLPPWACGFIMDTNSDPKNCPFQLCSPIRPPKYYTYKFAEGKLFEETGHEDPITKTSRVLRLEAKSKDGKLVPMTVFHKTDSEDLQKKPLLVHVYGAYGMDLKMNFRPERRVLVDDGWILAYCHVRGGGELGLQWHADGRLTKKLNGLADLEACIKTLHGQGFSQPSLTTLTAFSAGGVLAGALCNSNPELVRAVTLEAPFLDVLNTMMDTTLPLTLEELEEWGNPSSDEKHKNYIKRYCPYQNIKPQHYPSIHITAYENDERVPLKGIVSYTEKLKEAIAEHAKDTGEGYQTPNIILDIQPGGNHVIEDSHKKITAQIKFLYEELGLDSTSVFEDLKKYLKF
Efflux pump mplx – antifungal efflux pump inhibition, Nile Red retention; S. cerevisiae Candida pump triplex; inhibition, % at 10 µM; 0.44% of 330,000 active;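 active = plate passing quality check with inhibition over a set limit, or well fluorescence over plate mean plus 4 SD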;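 also: Nile Red retained in pooled yeast measured as flow cytometry median fluorescence; 0% = buffer negative control and 100% = Enniatin B positive control; higher means more Nile Red kept so more efflux inhibition; some compounds called inactive have numbers as strong as hits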
TPT1 inhibitor – blocks Candida albicans tRNA 2'-phosphotransferase; recombinant caTPT1, FP RNA substrate dephosphorylation; inhibition, % at 5 µM; 0.81% of 300,000 active; AID 1962;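 active = inhibition above the mean of all tested compounds plus 3 SD, set per screening campaign, cut at about 24% in these data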;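 also: plate controls were DMSO alone for no effect and ferristatin control at 100 nM for full effect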
PP5 inh – inhibitors of human protein phosphatase 5 (PP5); AID 1987; inhibition, % at 6.7 µM; purified PP5c, OMFP substrate fluorescence; 0.18% of 320,000 active; P53041;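 active = inhibition above the campaign's mean inhibition across all tested compounds plus 3 SD, cut at about 9.5% in these data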;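 also: 0% = DMSO only and 100% = 100 µM cantharidin control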
Fh CTSL1 inh – counter-screen for PFM18AAP inhibitors: inhibitors of F. hepatica cathepsin L1. inhibition, % at 5.96 µM. 0.49% of 300,000 active. AID 1906. recombinant F. hepatica cathepsin L1, Z-Leu-Arg-MCA fluorescence;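 active = inhibition above the mean of all tested compounds plus 3 SD, set per screening campaign, cut at about 17% in these data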;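 also: 0% = plate median of test compound wells and 100% = 1 µM Z-Phe-Ala-diazomethylketone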
Starred values were filed as active, the others as inactive; i = inactive; · = not tested or not shown. Not all compounds are listed; the hit share may differ from the screen's.

SMILES	LYPLA2 counter	PP1 inh	core dimer inh	GASC-1 inh	PREPL inh	Efflux pump mplx	TPT1 inhibitor	PP5 inh	Fh CTSL1 inh
COc1ccc(/C=N/NC(=O)Nc2ccc3nsnc3c2)c(OC)c1	-7.7	15.8*	-7.4	-7.2	-0.7	0.0	3.0	-1.2	2.7
COc1cc(C)nc(N(Cc2ccccc2)S(=O)(=O)c2ccc(C)cc2)n1	0.6	-1.4	-2.3	-6.3	3.8	0.2	-3.5	0.8	0.3
CCn1cc(-c2nnnn2-c2ccc(Cl)cc2)c(=O)c2ccccc21	1.2	-3.4	4.6	15.3	14.1	-0.2	-0.8	-3.6	3.0
CC(CCc1ccc(O)cc1)NC1c2ccccc2-c2ccccc21 (stereo not given)	1.8	-0.5	5.3	-4.1	26.4	0.2	0.8	-0.7	2.9
COc1ccc(NC(=S)Nc2ccc3nsnc3c2)cc1	86.2*	3.0	-68.3	0.7	43.0	-0.1	-9.7	11.9*	98.5*
Cc1oc(-c2cccc(C(F)(F)F)c2)nc1CN1CCOCC1	7.9	0.1	-3.1	-5.2	3.1	0.0	0.1	-0.6	-2.1
O=C(N[C@@H](Cc1ccccc1)C(=O)OCc1ccccc1)c1nc[nH]c1C(=O)N[C@@H](Cc1ccccc1)C(=O)OCc1ccccc1	-37.5	12.9	12.4	-5.3	-8.3	0.0	-2.3	2.5	-3.5
O=C(Nc1ccc(S(=O)(=O)N2CCCCC2)cc1)C1CC(=O)N(c2ccc(Cl)cc2)C1 (stereo not given)	2.6	4.6	2.4	12.0	-2.1	0.0	0.6	4.4	-0.6
COc1cccc(CN2CCN(CC(=O)NCCc3ccccc3)CC2)c1	0.1	1.6	-85.9	-7.2	17.2	0.0	1.5	5.0	-1.8
CCOc1ccc(C2C(C(=O)NC)=C(C)Nc3nc4ccccc4n32)cc1OC (stereo not given)	2.5	-1.7	13.1	1.5	6.6	-0.2	1.5	-1.0	1.1
Cc1ccc2c(c1C)OC(=O)CC2c1ccccc1 (stereo not given)	-2.6	1.6	0.8	2.0	-19.7	0.3	-0.1	0.6	-1.0
CC(C(=O)Nc1ccc(S(=O)(=O)N2CCOCC2)cc1)N1C(=O)C2CC=CCC2C1=O (stereo not given)	-1.7	-1.8	0.9	-15.3	9.9	0.9	4.2	0.0	0.2
O=C(NCc1cccnc1)c1ccc(COc2ccccc2Cl)o1	1.1	-1.5	1.1	-5.8	8.7	0.0	-0.4	0.7	-2.9
COc1cccc(/C(O)=C2/C(=O)C(=O)N(Cc3ccco3)C2c2ccncc2)c1 (stereo not given)	-2.6	3.1	-0.5	2.8	5.4	-0.1	-7.5	0.0	3.0
COc1ccccc1N1CCN(C(=O)CCn2c(=O)[nH]c3ccsc3c2=O)CC1	2.6	-3.9	1.3	0.6	1.5	0.0	1.2	3.5	-1.1
Cc1ccc2cc(CN(C)C(=O)C3CCCO3)c(=O)[nH]c2c1 (stereo not given)	-5.0	-9.6	7.0	-0.8	6.3	0.0	-2.9	2.9	-2.4
O=C(O)C1=C[C@@H](c2ccc(C(F)(F)F)cc2)C[C@@H](OCc2ccc(CO)cc2)O1	-4.6	2.1	-6.7	6.4	19.9	0.1	4.6	0.9	-3.5
O=C(OCc1cc([N+](=O)[O-])cc2c1OCOC2)c1ccccn1	3.5	-1.4	-3.2	·	29.6	0.0	-3.4	-1.9	7.1
Cc1c(NC(=O)c2ccccc2F)c(=O)n(-c2ccccc2)n1C	-1.6	-3.1	-6.9	-5.9	7.2	0.1	-2.8	2.1	0.8
COc1cccc(NC(=O)CN(C)C(=O)Cc2n[nH]c(=O)c3ccccc23)c1	1.5	-6.4	·	-1.1	1.9	0.1	·	0.0	·
O=C(Cc1ccccc1F)Nc1cc(S(=O)(=O)N2CCCC2)ccc1Cl	2.3	1.5	·	2.7	10.3	-0.4	·	1.9	·
CC(=O)Nc1ccc(NC(=O)c2ccccc2N(Cc2ccccc2)S(C)(=O)=O)cc1	1.5	-2.3	-2.1	i	2.5	-0.1	-3.8	-1.4	-2.4
O=C(/C=C/c1ccco1)Nc1ccccn1	8.7	-1.9	-1.1	5.1	-1.6	-0.1	-6.6	0.2	2.5
COc1cc(Cl)c(C)cc1NC(=O)CN1CCN(C(=O)C2CC2)CC1	-0.2	-2.8	·	-5.5	0.2	0.2	·	-1.4	·
O=C(Cn1c(=O)c2cccn2c2ccccc21)Nc1cc(F)ccc1F	2.3	0.4	1.8	1.4	-8.3	-0.1	11.7	2.6	-0.8
Other results
SMILES	LYPLA2 counter	PP1 inh	core dimer inh	GASC-1 inh	PREPL inh	Efflux pump mplx	TPT1 inhibitor	PP5 inh	Fh CTSL1 inh
COc1ccc(CC(=O)Oc2ccccc2C)cc1	2.4	1.3	0.4	10.1	7.8	0.3	-1.5	0.7	3.5
Cc1cc(S(=O)(=O)N2CCOCC2)ccc1F	6.5	0.8	-7.6	7.8	4.2	-0.2	-0.8	3.5	-1.3
C/C(=N\NC(=O)c1ccccc1)C1C2C=CC(C2)C1(C)C (stereo not given)	-2.8	-0.5	0.7	7.6	-3.1	-0.2	-2.9	0.8	0.4
Cc1cc(OCC(O)CN(CCO)CCO)ccc1Cl (stereo not given)	-1.4	-0.6	-5.0	2.0	3.9	0.1	3.9	1.5	3.1
NC(=NCCc1ccc(Cl)cc1)NS(=O)(=O)c1ccccc1	6.3	-2.9	10.4	2.9	-13.9	0.1	-4.7	-3.6	1.3
COc1cccc(-c2nc(CCl)cs2)c1OC	4.8	2.7	-0.2	9.9	-3.1	-0.1	1.7	-1.1	3.5
C=CCn1c(C)nnc1SCC(=O)c1[nH]c(C)c(C(C)=O)c1C	2.6	-5.1	0.4	1.1	2.3	0.1	1.8	0.4	2.8
Cc1cc(Cl)c(C)c(S(=O)(=O)Oc2ccccc2NC(=O)CCC(=O)O)c1Cl	-7.2	-6.3	·	-6.6	-11.8	0.0	·	-0.8	·
CC(C)c1ccc(S(=O)(=O)c2nnn3c2nc(NCC2CCCO2)c2ccccc23)cc1 (stereo not given)	-3.8	1.0	12.1	-6.5	-5.7	0.1	-0.3	1.1	0.1
CCCNc1c(NC(C)=O)c(=O)oc2ccccc12	-5.0	1.7	-2.5	-2.5	2.8	0.1	2.6	2.5	-0.8
CC(C)OCCCNC(=O)c1ccc(NS(C)(=O)=O)cc1	9.4	-3.8	-1.7	1.4	6.1	0.0	3.4	0.0	0.4
COC(=O)c1ccc(C2Nc3ccccc3NC3=C2C(=O)CC(C)(C)C3)cc1 (stereo not given)	-3.0	3.4	-1.5	3.0	-3.5	0.1	2.0	1.1	0.7
Brc1ccccc1OCCCn1cnc2ccccc21	-9.4	1.7	-8.8	13.0	-30.0	0.0	-0.8	2.5	3.7
COc1ccc(CN2C(=O)CSC2c2ccncc2)cc1 (stereo not given)	0.7	-2.0	-2.2	-13.5	5.3	-0.1	-1.7	1.0	-5.3
Cc1ccccc1C(=O)Nc1c(-c2cccs2)c(=O)c2ccccc2n1C	-5.2	-1.3	2.1	3.7	-0.5	-0.1	0.1	0.8	4.8
CCOc1cc(CN2CCN(Cc3ccc(C)o3)C(CCO)C2)ccc1OC (stereo not given)	9.2	-3.5	-2.6	5.2	12.7	0.1	1.8	1.0	-4.6
CC1CCN(Cc2nnnn2CCCC(=O)N(C)C2CCOC2)CC1 (stereo not given)	11.3	-0.2	6.3	10.2	5.8	-0.1	-2.1	2.5	0.5
Cc1ccnc(NC(=O)CCC(=O)N(CC(=O)NC2CCCCC2)C2CCCC2)c1	11.2	-2.8	-3.2	7.2	5.2	0.1	-2.5	-0.6	-2.0
O=C(Nc1cc(Cl)ccc1Cl)C1CC(=O)N(c2ccc(Br)cc2)C1 (stereo not given)	3.4	-0.7	-1.7	16.2	-3.3	0.1	2.6	-0.1	3.7
N#Cc1ccc(-c2csc(NC(=O)C3CC3)n2)cc1	1.1	3.2	2.1	-2.1	5.4	-0.1	-6.0	-8.0	7.8
O=C(NNc1ccccc1[N+](=O)[O-])Nc1ccc(F)cc1	16.7	0.0	4.2	6.4	15.6	-0.3	-0.6	-0.1	0.3
COc1cccc(CNC(=O)C2CCCN(c3cnccn3)C2)c1 (stereo not given)	-5.0	-3.8	4.1	-11.5	9.4	-0.1	2.7	-1.9	0.5
COc1ccc(CN(C)C(=O)C23CC4CC(CC(Cl)(C4)C2)C3)c(OC)c1OC	-0.3	-1.7	-2.6	7.1	-3.9	-0.2	-0.9	5.4	-0.7
COCCNC(=O)c1cc2c(=O)n(C)c3ccccc3c2n1C	-5.2	-1.3	-1.1	0.5	1.2	-0.1	-1.7	0.1	1.5
C=CCNC(=O)CN(c1cccc(Br)c1)S(C)(=O)=O	6.4	-2.0	2.3	-4.3	2.2	0.0	-3.5	-0.6	5.2

No new results follow: entries from further up.
SMILES	LYPLA2 counter	PP1 inh	core dimer inh	GASC-1 inh	PREPL inh	Efflux pump mplx	TPT1 inhibitor	PP5 inh	Fh CTSL1 inh
COc1ccc(CN(C)C(=O)C23CC4CC(CC(Cl)(C4)C2)C3)c(OC)c1OC	-0.3	-1.7	-2.6	7.1	-3.9	-0.2	-0.9	5.4	-0.7
COCCNC(=O)c1cc2c(=O)n(C)c3ccccc3c2n1C	-5.2	-1.3	-1.1	0.5	1.2	-0.1	-1.7	0.1	1.5
C=CCNC(=O)CN(c1cccc(Br)c1)S(C)(=O)=O	6.4	-2.0	2.3	-4.3	2.2	0.0	-3.5	-0.6	5.2

(more compounds)
SMILES	LYPLA2 counter	PP1 inh	core dimer inh	GASC-1 inh	PREPL inh	Efflux pump mplx	TPT1 inhibitor	PP5 inh	Fh CTSL1 inh
CC1(C)C(=O)NCCN1C(=O)c1ccc2nc(Cc3ccccc3F)oc2c1	5.4	0.1	-7.0	-0.6	7.0	-0.1	-3.0	2.5	-0.6
COc1ccc(/C=N/NC(=O)c2ccccc2OCc2ccccc2)c(OC)c1	-17.0	4.6	21.1	-17.1	14.2	0.3	-4.6	2.6	11.9
O=C(Nc1cccc(-c2ccc(N3CCCCC3)nn2)c1)C(F)(F)F	1.9	-4.0	-3.1	-2.4	-0.6	0.4	4.5	3.4	1.7
Cc1ccc(CC(=O)Nc2nc3ccccc3s2)cc1	-5.0	3.6	1.9	-0.5	-12.8	0.3	-3.8	4.6	0.3
CCOC(=O)c1c(C)c(C(=O)Nc2ccc3c(c2)OCCO3)c(C)n1C	-8.6	1.1	-3.5	-13.9	12.4	-0.2	-0.7	1.7	3.5
O=C(CNC(=O)c1cccc(OC(F)F)c1)OCC(=O)c1ccccc1	-1.2	-4.4	-2.2	-13.7	-2.4	0.1	7.6	2.1	-11.9
Cc1ccc(C2=NN(C(=O)CSc3nc(N)cc(N)n3)C(c3ccco3)C2)cc1 (stereo not given)	-6.2	-3.4	3.3	13.8	1.2	-0.2	-0.1	1.0	-2.0
N#Cc1c(NC(=O)CN2C(=O)c3ccccc3C2=O)oc(-c2ccccc2)c1-c1ccccc1	-42.8	11.9	18.0	1.2	29.3	-0.1	1.1	1.6	3.6
CCc1ccc(CNC(=O)c2nn(C)c3c2CS(=O)(=O)c2ccccc2-3)cc1	3.1	1.0	6.1	-0.9	7.2	0.2	-5.1	0.3	0.7
CCOC(=O)Cn1cncc1-c1ccc([N+](=O)[O-])cc1	0.2	-0.4	-9.8	-3.9	5.1	-0.1	1.4	1.6	1.8
CCOc1cc(C(C(=O)NCC2CCCO2)N(C(=O)Cn2nnc3ccccc32)c2ccccc2C(C)=O)ccc1O (stereo not given)	4.9	-2.1	6.7	1.1	2.5	0.1	0.5	0.6	6.7

Compound activity as filed in PubChem.
